High-throughput results (PubChem BioAssay)
STK33 kinase inh = blocks human STK33 kinase activity | Q9BYT3 | purified STK33, MBP phosphorylation, ADP-Glo luminescence | inhibition, % at 10 µM | hit rate 0.073% among 320,000;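 active means inhibition at or above 25%, using the most active replicate where run in duplicate; inactive means inhibition below 25%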
Target sequence (Q9BYT3 whole entry, looked up): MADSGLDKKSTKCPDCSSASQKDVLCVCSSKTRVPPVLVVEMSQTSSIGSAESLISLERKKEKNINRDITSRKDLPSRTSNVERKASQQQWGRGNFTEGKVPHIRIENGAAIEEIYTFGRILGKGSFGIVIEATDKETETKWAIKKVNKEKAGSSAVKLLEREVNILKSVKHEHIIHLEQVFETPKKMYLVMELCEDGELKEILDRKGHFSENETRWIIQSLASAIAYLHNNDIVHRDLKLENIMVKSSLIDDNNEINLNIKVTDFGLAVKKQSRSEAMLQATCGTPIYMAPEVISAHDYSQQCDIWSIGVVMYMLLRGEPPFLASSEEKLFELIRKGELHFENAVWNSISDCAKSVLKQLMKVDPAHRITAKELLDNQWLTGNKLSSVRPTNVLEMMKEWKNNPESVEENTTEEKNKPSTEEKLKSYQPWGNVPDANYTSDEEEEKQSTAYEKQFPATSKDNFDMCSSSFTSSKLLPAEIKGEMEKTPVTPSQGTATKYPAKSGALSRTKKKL
OX1R antag-1 = human HCRTR1 antagonism; O43613; CHO/OX1R cells, Fluo-8 calcium fluorescence, orexin A; inhibition, % at 5 µM; hit rate 0.43% among 330,000; AID 434989;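 active means inhibition above its plate's threshold, mean inhibition of all tested compounds on the plate plus 3 SD, cut at about 37% in these data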;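 further: 0% = orexin A challenge wells and 100% = SB-334867-A antagonist wells; not every result past the cut was called active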
Target sequence (O43613 whole entry, looked up): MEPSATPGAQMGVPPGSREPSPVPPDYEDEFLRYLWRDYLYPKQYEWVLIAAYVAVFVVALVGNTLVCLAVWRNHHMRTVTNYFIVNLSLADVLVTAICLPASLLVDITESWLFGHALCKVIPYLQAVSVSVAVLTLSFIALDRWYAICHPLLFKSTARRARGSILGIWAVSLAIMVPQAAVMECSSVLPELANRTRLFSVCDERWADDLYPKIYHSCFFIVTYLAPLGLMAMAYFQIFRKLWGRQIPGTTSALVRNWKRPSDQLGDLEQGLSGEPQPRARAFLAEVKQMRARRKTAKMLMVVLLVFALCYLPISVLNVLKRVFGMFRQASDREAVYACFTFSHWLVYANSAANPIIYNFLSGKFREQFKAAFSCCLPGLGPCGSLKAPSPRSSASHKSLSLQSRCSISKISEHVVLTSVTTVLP
OX1R antag-2 = antagonists of human orexin 1 receptor (OX1R); O43613; OX1R-expressing cells, FRET antagonist read-out; inhibition, % at 6.6 µM; hit rate 1.8% among 330,000; AID 485270; in the data active means inhibition mostly above about 38%, no sharp cut-off; inactive means mostly below about 40%;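 further: 0% = agonist challenge alone and 100% = reference antagonist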
The depositor's hits bear a star; nt = no result given. The order is random; 2.2% or so of the library scored in one or more.

SMILES	STK33 kinase inh	OX1R antag-1	OX1R antag-2
Cc1ccc(CN2CC(C(=O)NCC(=O)Nc3c(C)cccc3C)CC2=O)cc1 (configuration not stated)	-0.8	-19	4
CCn1c(N2CCN(C(=O)C34CC5CC(CC(C5)C3)C4)CC2)nc2ccccc21	-1.1	-36	8
O=C(COc1coc(CN2CCc3ccccc32)cc1=O)Nc1ccccc1	-0.3	-24	25
Cc1ccc(Cn2cc(SCC(=O)Nc3nccs3)c3ccccc32)cc1	0.7	-34	19
CCC(CC)C(=O)c1c[nH]c(C(=O)NCCc2ccccn2)c1	-1.0	-20	18
Cc1ccc(C(=O)NCc2ccco2)cc1S(=O)(=O)N1CCCC1	-2.7	-31	10
COC(=O)c1ccccc1Nc1ccnc(Cl)n1	-0.5	-10	6
N=C1CCCN1CC(=O)c1cccs1	1.3	11	9
CC(C)c1cc(-c2cc(-c3ccccc3)on2)nc(NC2CCCC2)n1	1.1	-30	30
CCOc1ccc(S(=O)(=O)N2CCCC(C(=O)NCC3CCCO3)C2)cc1 (configuration not stated)	-4.2	-13	6
COC(C[C@@H]1O[C@H]1C(=O)COCc1ccccc1)OC	1.2	-11	27
COC(=O)C1=C(C)N(CC2CC2)C(=NCc2cccc(C(F)(F)F)c2)N[C@H]1c1ccccc1	0.4	3	7
O=C(Nc1cccc(C(F)(F)F)c1)c1cccnc1N1CCOCC1	-1.8	-13	7
COc1cc(OC)cc(C(=O)N2CCN(C3CCN(Cc4ccccc4)CC3)CC2)c1	0.1	-39	4
Cc1cc(CSC(=N)N)c(CSC(=N)N)cc1C	-0.1	-2	34
O=C(NC1CCCCC1)C1CCCN1C(=O)Nc1ccccc1 (configuration not stated)	-1.9	3	14
CC(C)n1cnnc1SCC(=O)Nc1ccc(Br)cc1F	-1.9	-1	8
COc1ccc(/C=N/NC(=O)C2CCN(c3ncc(C(F)(F)F)cc3Cl)CC2)cc1	-2.8	-18	6
COc1ccc(N2CCN(C(=O)/C=C/c3ccco3)CC2)cc1	-0.8	-13	6
Cc1cccc(C)c1OCC(=O)Nc1ccccc1C(=O)N1CCOCC1	-2.1	-18	8
COc1ccc(-n2c(SCC(=O)N3CCc4ccccc43)nnc2-c2c[nH]c3ccccc23)cc1	-0.9	-15	-3
CCOC(=O)C1=NNC(C(=O)c2ccc(Cl)cc2)C1c1ccccc1 (configuration not stated)	-1.0	-27	11
O=C(O)C1Cc2ccccc2CN1C(=O)CSc1nnc2ccccn12 (configuration not stated)	-1.6	-4	14
O=C(Nc1ccccc1C(F)(F)F)c1ccccc1Br	-0.2	-17	18

Shown with two lines to a compound: 2 of the compounds above
Results follow in this order: STK33 kinase inh | OX1R antag-1 | OX1R antag-2
O=C(NC1CCCCC1)C1CCCN1C(=O)Nc1ccccc1 (configuration not stated)
→ -1.9 | 3 | 14
CC(C)n1cnnc1SCC(=O)Nc1ccc(Br)cc1F
→ -1.9 | -1 | 8

Part of the list above, reformatted.
> CC(C)n1cnnc1SCC(=O)Nc1ccc(Br)cc1F
  STK33 kinase inh: -1.9	OX1R antag-1: -1	OX1R antag-2: 8
> O=C(Nc1cccc(C(F)(F)F)c1)c1cccnc1N1CCOCC1
  STK33 kinase inh: -1.8	OX1R antag-1: -13	OX1R antag-2: 7

The list continues:
SMILES	STK33 kinase inh	OX1R antag-1	OX1R antag-2
O=C(Cn1c(O)c(/C=C2\C=Nc3ccccc32)sc1=O)N1CCOCC1	0.3	-14	21
COc1ccc(-c2noc(N(C)CC(=O)Nc3cccc(C(F)(F)F)c3)n2)cc1	-0.1	0	-2
Cc1ccc(NC(=O)Cc2c(F)cccc2Cl)cc1S(=O)(=O)N1CCOCC1	-1.3	-20	12
Cc1sc(-c2ccccn2)nc1OC(=O)c1ccc(Cl)c(Cl)c1	0.7	-8	4
OC(CNCc1ccc(Cl)cc1)(c1ccccc1)c1ccc(F)cc1 (configuration not stated)	1.3	-35	19
O=C(Nc1cccc(Cl)c1)NC1CCN(C2CCCCC2)C1 (configuration not stated)	0.2	-28	-5
O=C(c1cccc(Cl)c1)N1CCN(C2CCCCCC2)CC1	-0.6	-18	17
CCCCN(C(=S)Nc1cccc(C)c1C)c1c(N)n(CCC)c(=O)[nH]c1=O	0.0	-8	14
COc1cccc2c3c(c(C)nc12)CC(C)O3 (configuration not stated)	-1.7	-11	14
CC1Oc2ccccc2C=C1/C=C1/SC(N2CCOCC2)=NC1=O (configuration not stated)	-1.1	-11	22
COc1cccc(N2CCN(C(=O)c3c(C)nn(-c4ccccc4)c3C)CC2)c1	-0.9	-32	44
COC(=O)[C@@]1(C)[C@H]2C(=O)N(C)C(=O)[C@H]2[C@H]2CN(C)C(=NC3CCCCC3)N21	nt	-14	9

Sorted by length of the SMILES (ascending): some entries from above
SMILES	STK33 kinase inh	OX1R antag-1	OX1R antag-2
COc1cccc2c3c(c(C)nc12)CC(C)O3 (configuration not stated)	-1.7	-11	14
O=C(c1cccc(Cl)c1)N1CCN(C2CCCCCC2)CC1	-0.6	-18	17
CC1Oc2ccccc2C=C1/C=C1/SC(N2CCOCC2)=NC1=O (configuration not stated)	-1.1	-11	22
O=C(Cn1c(O)c(/C=C2\C=Nc3ccccc32)sc1=O)N1CCOCC1	0.3	-14	21
Cc1ccc(NC(=O)Cc2c(F)cccc2Cl)cc1S(=O)(=O)N1CCOCC1	-1.3	-20	12
COc1ccc(-c2noc(N(C)CC(=O)Nc3cccc(C(F)(F)F)c3)n2)cc1	-0.1	0	-2

Other structures follow.
SMILES	STK33 kinase inh	OX1R antag-1	OX1R antag-2
CSc1ccc(/C=N/NC(=O)c2ccc(O)cc2)cc1	0.6	0	20
O=C1COCCOCCOCCOCC(=O)NCCN1	-0.7	-4	17
Cc1[nH]c2ccccc2c1C(C[N+](=O)[O-])c1ccco1 (configuration not stated)	0.1	-2	27
COc1ccc(/C=C2/SC(=S)N(CCCC(=O)Nc3ccccc3C(=O)O)C2=O)cc1	-0.7	-3	16
CCn1c(=O)c(C(=O)NNC(=O)c2ccccc2Br)c(O)c2ccccc21	1.0	-28	24
Cc1ccc(Sc2ccc(S(=O)(=O)Nc3ccc(C(=O)O)cc3)cc2)cc1C	-1.4	42	6
COc1ccc(S(=O)(=O)NCC2CCCN(C(=O)CC3CCCC3)C2)cc1 (configuration not stated)	0.1	-17	19
CCc1ccc2c(c1)c(N=NC1=NC(=O)CS1)c(O)n2CC	-0.2	-19	18
Cn1c(Cl)nc2ccccc21	-0.4	2	8
CC1CCCCN1CC(=O)Nc1ccc(N2CCCCCC2)cc1 (configuration not stated)	0.3	23	8
O=C(c1cc(-c2cccc3ccccc23)nc2ccccc12)N1CCN(CCO)CC1	-1.8	-29	7
O=C1CCN(Cc2cccnc2)CCN1[C@H](CO)c1ccccc1	-0.4	-3	14
COc1ccccc1N1CCN(C(=O)c2ccc(N3CCCCS3(=O)=O)cc2)CC1	-0.7	-6	3
Brc1cc2c(cc1-c1nc3ccccc3s1)OCO2	-0.9	-14	39
CCOc1ccc(NC(=O)CN(C)C(=O)CCc2ccccc2Cl)cc1OCC	-1.6	-29	24
COc1ccc(CCN=C(N)NS(=O)(=O)c2ccc(F)cc2)cc1	-2.3	-16	2
O=C(COC(=O)c1c(Cl)ccc(Cl)c1Cl)NC(=O)NCc1ccccc1	0.9	-18	9
O=C(NC1CCN(S(=O)(=O)c2cccc(Cl)c2)CC1)C1CCCCC1	-0.3	-24	23
CCCOc1ccc(C2C(C(=O)c3ccco3)=C(O)C(=O)N2CCN2CCOCC2)cc1OC (configuration not stated)	0.0	-24	24
CSCCC(NC(=O)c1ccc(Cl)cc1)C(=O)OCC(=O)c1ccc[nH]1 (configuration not stated)	-0.3	-3	9
Cc1ccc2oc(C(=O)N3CCN(CC(=O)NC(C)C)CC3)c(C)c2c1	nt	-23	10
Cc1ccc2c(c1)N(CCCC(=O)NCCCN1CCCC1=O)C(=O)CO2	-1.3	2	9
CC(C)c1nc2sc3c(=O)[nH]cnc3c2c2c1CCCC2	2.5	7	15
Cc1ccc2c(c1)NC(=O)C(CC(=O)NC1CCCCC1C)O2 (configuration not stated)	-1.6	5	-14
Cc1ccsc1C1C(C#N)=C(N)N(N(C)C)C2=C1C(=O)CCC2 (configuration not stated)	-0.1	-9	15
CCc1ccc(C(=O)COC(=O)c2ccc(-c3nnc(-c4ccccc4)o3)cc2)cc1	-1.1	-12	16
Cc1nc2ccccc2n1CC(O)COCC1CC=CCC1 (configuration not stated)	0.9	-20	30
Cc1ccc(S(=O)(=O)N2[C@@H](c3cccc(Cl)c3)C(C(=O)O)=CC[C@H]2c2ccc(Cl)c(Cl)c2)cc1	-0.7	42	81*
CCOc1ccc(OCC(=O)OC(C)C(=O)Nc2ccc(Cl)cn2)cc1 (configuration not stated)	-0.6	-1	8
COCCn1c(SCc2nc3sc(C(=O)OC)c(C)c3c(=O)[nH]2)nc2ccccc21	-1.0	-23	36
Cc1ccc(N2CN=c3s/c(=C\c4cccnc4)c(=O)n3C2)cc1	2.3	-23	99*
C/C=C/n1ccnc1CC(O)(c1ccccc1)c1ccc(C)cc1 (configuration not stated)	-4.3	-31	4
N=c1n(CCO)c2ccccc2n1Cc1ccccc1Cl	-1.0	-13	4
CCCOc1cccc(C2C(C(=O)c3ccco3)=C(O)C(=O)N2c2nnc(C)s2)c1 (configuration not stated)	-1.0	10	9
CCOC(=O)CSc1nnc(CSc2nc3sc4c(c3c(=O)[nH]2)CCC4)n1-c1ccccc1	-0.3	-30	16
CCOc1ccccc1Nc1nc2ccccc2n1C(C)C	-0.9	-33	8
O=C(CSc1nnc2ccccn12)NNC(=O)c1cccc(Cl)c1	-0.9	8	7
CC1CCCN(c2nc3c(c(=O)n(C)c(=O)n3C)n2CCSc2nc3ccccc3s2)C1 (configuration not stated)	14	-38	20
Cc1ccc(COc2cccc(/C=N/NC(=O)c3nnn(-c4nonc4N)c3C)c2)cc1	1.5	-4	-3
CC(=O)NCC(=O)N(c1c(C)n(C)n(-c2ccccc2)c1=O)C1(C(=O)NC2CCCC2)CCCCC1	-1.1	-1	10
CSc1nsc(SCC(=O)Nc2ccccc2C(N)=O)n1	-4.6	-13	5
CCOC(=O)C1(Cc2ccccc2)CCN(Cc2ccon2)CC1	0.6	-19	20
CCN(CC)CCCNC(=O)c1cc(-c2ccc3c(c2)OCO3)on1	-1.2	-27	13
OC(CNCCc1ccc(C(F)(F)F)cc1)COc1cccc2ccccc12 (configuration not stated)	1.9	2	8
O=C(N/N=C/c1cccc([N+](=O)[O-])c1)c1ccc(COc2ccccc2-c2ccccc2)cc1	-1.3	-8	20
O=C(O)CCCNC(=O)CC1S/C(=N/N=C/c2ccccc2O)NC1=O (configuration not stated)	-1.3	-3	5
Cn1cccc1-c1nc2ccc(NC(=O)c3cccs3)cc2[nH]1	0.8	9	39
Clc1ccccc1CN1CCN(c2ncccn2)CC1	-2.1	-17	20
O=C(CSc1ccc(Cl)cc1)N1CCN(c2ncc(C(F)(F)F)cc2Cl)CC1	-1.2	-37	6
CN(c1ccc(OCC(=O)OCC(=O)NC2CCCC2)cc1)S(=O)(=O)c1ccc2ccccc2c1	-0.8	2	15
Cc1cc(Br)ccc1NC(=O)CNC(=O)Cn1ncc(Cl)c(Cl)c1=O	-2.1	-4	22
CC(C)CNC(=O)COC(=O)c1cc(Cl)cc(Cl)c1N	-1.5	-19	32
COc1ccc(CC(=O)NNC(=O)c2ccncc2)cc1	1.2	5	12
CC(C)C[C@@H](C(=O)N[C@@H](C(=O)O)c1ccccc1)N1C(=O)N2CCc3c([nH]c4ccccc34)[C@@]2(C)C1=O	-1.9	-7	2
CC(=O)C1=C(O)C(=O)N(c2cccnc2)C1c1ccc([N+](=O)[O-])cc1 (configuration not stated)	-0.6	0	24
Cc1ccc(NC(=O)N(Cc2cccnc2)Cc2ccco2)cc1C	-1.3	-1	-2
Cc1ccc(C(C(=O)NC2CCCC2)N(Cc2cccnc2)C(=O)c2snc(C(N)=O)c2N)o1 (configuration not stated)	-0.1	-19	11
COC(=O)CSc1nnc(-c2ccc(S(=O)(=O)N3CCC(C)CC3)cc2)o1	0.1	6	9
CCOc1ccccc1NC(=S)NC(=O)CCCOc1ccc(Cl)cc1Cl	-0.6	7	8
Cc1cc(N2CCN(S(=O)(=O)c3ccc(C)c(C)c3)CC2)c2ccccc2n1	0.3	-26	13

Continuation:
SMILES	STK33 kinase inh	OX1R antag-1	OX1R antag-2
O=C(c1ccc2c(c1)OCO2)C1CCCN(Cc2cn[nH]c2-c2cccc(F)c2)C1 (configuration not stated)	0.1	-29	13
O=S(=O)(NCCN1CCOCC1)c1ccc(F)c(Cl)c1	0.2	-7	4
CC1(C)CC(NC(=O)c2cccc(F)c2)CC(C)(C)N1	-1.2	-12	-1
CC1(C)Cc2ccccc2-c2nc(NCCCO)[nH]c(=O)c21	6.5	-9	25
CC(C)(C)n1ncc2c(=O)n(CC(=O)N3CCCc4ccccc43)cnc21	0.7	-18	9
c1cncc(C(c2nnnn2C2CCCCC2)N2CCN3CCCC3C2)c1 (configuration not stated)	0.4	2	14
Cc1ccc(NC(=O)COC(=O)/C=C/c2cccs2)cc1	-0.9	-9	12
CCN(CC(=O)Nc1ccc(S(=O)(=O)N2CCCC2)cc1)Cc1ccccc1	1.0	-25	17
O=C(c1cc(COc2ccc(F)cc2F)on1)N1CCCC(c2ccccc2)C1 (configuration not stated)	-2.6	-24	14
CCN(CC)C(=O)c1ccc(-c2cccs2)s1	1.1	-16	11
Cc1cccc(N(C(=O)CNC(=O)c2ccco2)C(C(=O)NC2CCCC2)c2cccnc2)c1 (configuration not stated)	0.1	-9	26
